Assay outcomes from PubChem BioAssay.
TRPML3 agonist – activates the human TRPML3 channel; Q8TDD5; HEK293 TRPML3-YFP, Fluo-8 calcium fluorescence; 100% = the carbachol control signal; activation, % at 3 µM; 220,000 tested, 0.29% active; AID 1448;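 active means activation above its plate's cutoff, the mean activation of the plate's test wells plus 3 SD, cut at about 12% in these data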;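 further: 0% = DMSO only wells and 100% = carbachol wells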
Target sequence (Q8TDD5 whole entry, looked up): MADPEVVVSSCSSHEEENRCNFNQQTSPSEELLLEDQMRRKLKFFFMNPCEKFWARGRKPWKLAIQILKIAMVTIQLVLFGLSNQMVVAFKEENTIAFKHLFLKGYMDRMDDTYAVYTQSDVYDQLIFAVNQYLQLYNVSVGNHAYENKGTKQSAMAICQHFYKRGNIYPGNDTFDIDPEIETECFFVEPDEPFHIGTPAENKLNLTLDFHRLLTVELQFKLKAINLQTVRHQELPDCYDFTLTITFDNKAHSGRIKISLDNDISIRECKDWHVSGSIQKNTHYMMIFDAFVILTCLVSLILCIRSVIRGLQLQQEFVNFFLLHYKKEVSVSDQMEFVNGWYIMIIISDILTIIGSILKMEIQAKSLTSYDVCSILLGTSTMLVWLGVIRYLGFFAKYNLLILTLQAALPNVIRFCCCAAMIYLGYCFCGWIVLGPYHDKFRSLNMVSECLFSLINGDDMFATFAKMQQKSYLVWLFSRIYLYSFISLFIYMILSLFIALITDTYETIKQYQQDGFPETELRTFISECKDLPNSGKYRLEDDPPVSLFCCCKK
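Test system: TRPML3-YFP stable HEK293 cells. Doses: single point at 3 µM. Incubation: dye loading 1 h 37 °C then 30 min ambient, 125 s read. Signal: Fluo-8 calcium dye fluorescence, ex 470-495, em 515-575 nm. Measure: percent activation from peak-to-basal fluorescence ratio, scaled between DMSO and carbachol.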
CHOP inh – inhibitors of CHOP induction in ER stress response; CHO-K1 CHOP-promoter luciferase, tunicamycin-induced, 15-18 h; inhibition, % at 10 µM; 220,000 tested, 3.8% active; AID 2732;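 active means compounds that reduced the stress-induced luciferase reporter signal by more than about 70% of percent inhibition, limit read from the data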;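 further: 0% = tunicamycin plus vehicle and 100% = wells without tunicamycin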
PPC-1+TRAIL kill – compounds killing PPC-1 cancer cells with TRAIL present (potentiator screen, no TRAIL-free arm). PPC-1 cells + TRAIL, ATPLite viability luminescence. cell killing (% activity), % at 4 µM. 220,000 tested, 0.41% active;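 active means cell killing above 50% in the first pass at 4 µM, then a duplicate retest at 5 µM averaging 50% or more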;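 further: plate controls were cells with TRAIL plus DMSO for no effect and medium-only wells lacking cells for full effect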
TNF necrop inh – TNF-alpha cell death inhibition in Jurkat FADD-/- cells; Jurkat FADD-/- TNF necroptosis rescue, ATP luminescence, 24 h; 0 = TNF only, 100 = no-TNF cells; activation (protection from cell death), % at 10 µM; 220,000 tested, 0.068% active;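 active means activation, meaning protection from cell death, of at least 50% relative to plate controls; inactive means activation below 50%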;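 further: necroptosis triggered by 40 ng/mL TNF-alpha added together with compound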
NCF1 inh – blocks human p47phox regulatory protein of NADPH oxidases; 220,000 tested, 0.53% active; P14598; AID 1274; inhibition, % at 24.7 µM; p47phox/p22phox peptide binding, fluorescence polarization, 2 h;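 active means inhibition above about 30%, limit read from the data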;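 further: 0% = p47phox with labelled peptide and 100% = labelled peptide alone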
Target sequence (P14598 whole entry, looked up): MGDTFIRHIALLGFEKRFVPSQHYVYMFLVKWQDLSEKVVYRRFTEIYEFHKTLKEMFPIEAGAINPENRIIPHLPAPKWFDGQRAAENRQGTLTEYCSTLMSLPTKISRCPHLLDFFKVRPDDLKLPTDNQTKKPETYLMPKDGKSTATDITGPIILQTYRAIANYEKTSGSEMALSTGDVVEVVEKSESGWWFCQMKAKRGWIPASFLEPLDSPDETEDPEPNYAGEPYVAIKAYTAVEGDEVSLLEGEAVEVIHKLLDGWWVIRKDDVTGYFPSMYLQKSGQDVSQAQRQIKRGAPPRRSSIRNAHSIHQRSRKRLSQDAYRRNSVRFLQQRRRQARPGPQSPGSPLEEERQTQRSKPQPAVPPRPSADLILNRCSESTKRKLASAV
Runt-SMMHC FRET – blocks binding of human RUNX1 Runt domain to CBFb-SMMHC; AID 1434; inhibition, % at 20 µM; 220,000 tested, 0.74% active; Q01196+Q13951; Cerulean-Runt/Venus-CBFb-SMMHC FRET ratio 530/480, 1 h;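 active means mean inhibition across duplicate retests at 20 µM reaching about 50%, limit read from the data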;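 further: 0% = DMSO wells and 100% = wells with excess untagged CBFb-SMMHC; inhibitors lower the FRET ratio by blocking Runt binding to CBFb-SMMHC; some results filed as inactive read as strong as hits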
EBV gp42 block – blocks Epstein-Barr virus glycoprotein 42 binding | inhibition, % (tested at 21.74 µM) | 220,000 tested, 0.42% active | Fluorescence polarization binding assay, mP read-out; in the data active means inhibition above about 50%
TRPN1 ag – zebrafish TRPN1 (NompC) channel agonism; HEK293 zebrafish TRPN1-YFP, Fluo-8 calcium fluorescence; 100% = response to 87 µM carbachol; activation, % at 3 µM; 220,000 tested, 0.18% active; AID 1424;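 active means activation above its plate's cutoff, the mean activation of test wells on that plate plus 3 SD, cut at about 19% in these data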;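 further: 0% = DMSO alone and 100% = 87 µM carbachol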
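Material: zebrafish TRPN1-YFP in HEK293 cells. Doses: one dose of 3 µM, 0.3% DMSO. Incubation: dye 1 h 37 °C plus 30 min RT. Measured by: intracellular calcium fluorescence with Fluo-8.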
MDM2 E3 inh – Mdm2 E3 ligase (human) inhibition; 210,000 tested, 0.11% active; signal enhancement, % at 5 µM; AID 1230; cell-based MDM2 ubiquitination luciferase reporter, 2 h; 0 = plate control, 100 = twice control, blank-subtracted;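 active means signal enhancement of 30% or more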;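 further: luminescence tracks abundance of the self-degrading MDM2-luciferase fusion protein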
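System: stable MDM2–luciferase fusion reporter cells / Input: 2000 cells seeded into each well / Schedule: 4 h settle plus 2 h compound, 37 °C / Compound: single-point 5 µM / Buffer or medium: cells held in DMEM / Benchmarks: control and blank well means / Evaluation: percent signal gain over controls, blank-subtracted / Measured by: luciferase luminescence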
An asterisk follows results filed as active; . = not tested or not shown.

SMILES	TRPML3 agonist	CHOP inh	PPC-1+TRAIL kill	TNF necrop inh	NCF1 inh	Runt-SMMHC FRET	EBV gp42 block	TRPN1 ag	MDM2 E3 inh
O=C(Nc1nc(-c2ccccc2Cl)cs1)c1cccnc1	1.7	-2	0	-5.5	-36	5	-15	5.3	-7
O=C(CC1CCCCC1)NCc1nc(-c2ccccc2)no1	0.3	3	4	3.3	-18	1	-36	1.7	-19
O=C(Cc1cccs1)NNC(=O)c1ccc(F)cc1	0.4	5	-7	2.1	1	4	2	-0.9	-20
O=C(c1ccc2c(c1)OCCO2)C1CCN(C(=O)c2ccc(F)c(F)c2)CC1	1.8	62	2	-2.0	-2	2	-6	5.2	-23
O=C(CSc1nnc2ccccn12)Nc1cccc(S(=O)(=O)N2CCOCC2)c1	0.2	17	-10	1.0	-4	0	-9	-1.0	-6
NC(=O)C1(S(=O)(=O)c2ccccc2)CCCCC1	0.5	3	-2	0.8	-5	-1	-18	0.4	-14
O=c1ccc2ccc(Oc3ccc(Cl)cc3[N+](=O)[O-])cc2o1	-0.1	-4	-4	-1.8	-3	0	-4	-0.4	-9
CC(NCc1ccc(S(N)(=O)=O)cc1)C(=O)N1c2ccccc2CC1C (configuration not stated)	0.3	-6	5	0.1	-6	-3	-9	-0.2	.
COc1ccccc1/C=C/C(=O)NCCC1=CCCCC1	-0.6	8	24	-2.9	-6	0	-12	-2.3	1
CCCc1cc(C(=O)Nc2cc(OC)c(Cl)cc2OC)no1	0.5	45	-16	1.6	-13	-4	-9	0.5	-5
O=C(c1cc2ccccc2oc1=O)N(c1ccccc1)C1C=CS(=O)(=O)C1 (configuration not stated)	0.3	5	25	8.5	-60	-5	-5	1.6	0
C[C@H](NC(=O)OCc1ccccc1)c1nnc([C@H](Cc2ccccc2)NC(=O)OC(C)(C)C)o1	.	14	7	4.5	2	2	-14	.	5
CSc1ccccc1NC(=O)CN(C)CC(=O)Nc1cccc(Br)c1	-0.4	9	-18	1.5	-10	-2	0	-3.1	-11
COC(=O)[C@H](CCSC)NC(=O)NCc1cccs1	0.1	-9	31	0.8	-9	3	-16	0.6	4
O=c1[nH]cnc2c1c(-c1ccccc1)cn2-c1ccc(Br)cc1	0.3	59	5	-1.7	-2	4	-4	1.4	4
[O-]/C(=C(\C(=S)NCc1ccccc1)[n+]1ccccc1)c1ccc(Cl)cc1	0.2	16	11	0.0	-11	3	0	-0.9	-8
COc1ccc(CC(=O)Nc2ccc(-c3noc(-c4cccc(OC)c4)n3)cc2)cc1	0.7	27	6	1.4	2	-6	-4	0.5	-13
CN=C(Nc1ccc(C)c(C)c1)SC1CC(=O)N(c2ccc(OC)cc2)C1=O (configuration not stated)	-0.4	38	4	2.1	-3	1	-13	-0.6	-18
CCC1(C)N([O-])C(C)=C(c2ccccc2)[N+]1=O (configuration not stated)	0.4	4	0	1.6	-1	0	1	-0.9	-11
Cc1cccc(NC(=O)CSc2nnc(-c3n[nH]c4ccccc34)o2)c1	0.6	19	-2	6.9	-48	0	-17	2.0	-16
c1ccc(N2CCN(c3ncccn3)CC2)cc1	-0.2	-6	10	-2.6	-13	3	-14	0.3	3
COc1ccc(NC(=O)Cn2cc(S(=O)(=O)Cc3ccccc3)c3ccccc32)c(OC)c1	0.3	24	3	-1.3	-12	-2	18	2.3	-15
CCN(CC)CCCNC(=O)C1c2ccccc2C(=O)N1Cc1ccc(C)cc1 (configuration not stated)	-0.2	-22	-2	0.1	-1	0	6	2.3	-8
Cn1c(=O)cc(OCC(=O)NCCCN2CCN(Cc3ccccc3)CC2)c2ccccc21	0.6	-8	17	-1.7	-4	-7	-3	0.4	-18
Cc1ccc(S(=O)(=O)c2c(N)n(CCCO)c3nc4ccccc4nc23)cc1	0.0	14	1	-0.8	-8	29	-8	-0.1	2
c1ccc(-c2noc(CC3CCCCC3)n2)nc1	-0.8	-11	0	2.7	-11	-1	-19	0.2	-13
Cc1ccc(-n2cc3c(-c4cccc(Br)c4)nnc(C)c3n2)cc1	-1.2	-10	-6	-5.4	-98	-1	10	-1.0	2
Cc1ccc(C)c(S(=O)(=O)N2CCN(Cc3ccc(O)c4ncccc34)CC2)c1	2.4	76*	29	-9.9	0	-2	-8	1.4	-3
Cc1cccc(/C(N)=N/OC(=O)c2ccc(Cl)cc2Cl)c1	0.9	51	46	1.3	5	1	-13	0.7	-54
CCOC(=O)C1CCCN(C(=O)c2ccc(C)c([N+](=O)[O-])c2)C1 (configuration not stated)	0.1	8	22	0.9	1	6	-12	0.6	-13
CN1CCN(/N=C2/C(=O)Nc3ccc([N+](=O)[O-])cc32)CC1	0.5	-5	11	4.2	-6	1	-16	1.3	5
O=C(Nc1ccccc1C(=O)N1CCCC1)C1COc2ccccc2O1 (configuration not stated)	0.6	-8	0	0.8	3	0	-7	0.6	7
Cc1cc(C)n2nc(SCC(=O)c3ccccc3)nc2n1	-0.1	-15	6	-2.0	-9	2	-26	0.3	2
COc1cccc(-c2nn(-c3ccccc3)cc2C(=O)Nc2nccs2)c1	-0.3	59	0	-5.6	-18	0	-5	0.7	-1
Cc1cc(NC(=O)C2CCCCC2)n(-c2nc3ccccc3[nH]2)n1	-0.1	102*	19	1.8	-2	0	-2	0.5	-11
COC(=O)c1ccc(C(=O)OC)c(NC(=O)Nc2ccc3c(c2)OCO3)c1	0.6	-27	13	-1.2	-7	0	-11	1.3	2
O=C(NCc1ccccc1)C1Cc2ccccc2CN1C(=O)c1ccco1 (configuration not stated)	0.7	8	-1	-0.4	5	3	-5	0.3	-16
NC(=O)C1CCN(C(=O)CN2CCN(c3cccc(C(F)(F)F)c3)CC2)CC1	0.4	-28	-2	0.3	-6	1	1	0.9	3
OCCN1CCN(CCCc2c3c(cc4c2CCC4)CCC3)CC1	1.0	5	-2	5.9	-2	1	-3	-0.5	5
CCOC(=O)CNC(=O)CSc1nnc(-c2ccncc2)n1-c1ccc(Cl)cc1	-0.3	-16	-16	-0.3	-4	0	-2	0.2	-11
CCN(CC)c1ccc(CNc2ccc(Br)cn2)cc1	0.2	-4	24	-1.9	-2	-4	-7	0.9	-24
CC1(CCl)N([O-])C2=C(CCCC2)[N+]1=O (configuration not stated)	-0.4	-14	13	1.2	0	2	-30	0.3	-10
COc1ccc(C)cc1NC(=S)N1CCN(c2ccccn2)CC1	0.3	-28	6	-1.1	-12	-3	-13	0.5	-11
COc1cccc(C(=O)CSc2nnc(-c3cc(OC)c(OC)c(OC)c3)o2)c1	0.1	43	18	-1.7	-26	-7	-15	1.1	-12
CCc1nnc(NC(=O)Cc2ccc(OCc3c(C)noc3C)cc2)s1	-1.0	1	8	-0.5	-11	1	-20	0.5	1
Cc1ccccc1C(C(=O)NCc1ccccc1)N(Cc1ccco1)C(=O)c1ccccn1 (configuration not stated)	0.1	5	23	-2.0	-19	3	-18	2.0	-17
COc1ccc2c(c1OC)C(=O)N1c3cccc(Cl)c3C(=O)OC21 (configuration not stated)	0.3	-9	7	0.8	2	-1	-1	-1.1	-7
CCCn1c(NC(=O)C2COc3ccccc3O2)nc2ccccc21 (configuration not stated)	-0.6	18	12	0.2	-19	2	4	0.2	-4

Two of the compounds above, with values under each structure.
Results follow in this order: TRPML3 agonist	CHOP inh	PPC-1+TRAIL kill	TNF necrop inh	NCF1 inh	Runt-SMMHC FRET	EBV gp42 block	TRPN1 ag	MDM2 E3 inh
CCN(CC)c1ccc(CNc2ccc(Br)cn2)cc1
    0.2	-4	24	-1.9	-2	-4	-7	0.9	-24
CCOC(=O)CNC(=O)CSc1nnc(-c2ccncc2)n1-c1ccc(Cl)cc1
    -0.3	-16	-16	-0.3	-4	0	-2	0.2	-11

Returning to the listing, repeating the five entries before the break.
SMILES	TRPML3 agonist	CHOP inh	PPC-1+TRAIL kill	TNF necrop inh	NCF1 inh	Runt-SMMHC FRET	EBV gp42 block	TRPN1 ag	MDM2 E3 inh
COc1cccc(C(=O)CSc2nnc(-c3cc(OC)c(OC)c(OC)c3)o2)c1	0.1	43	18	-1.7	-26	-7	-15	1.1	-12
CCc1nnc(NC(=O)Cc2ccc(OCc3c(C)noc3C)cc2)s1	-1.0	1	8	-0.5	-11	1	-20	0.5	1
Cc1ccccc1C(C(=O)NCc1ccccc1)N(Cc1ccco1)C(=O)c1ccccn1 (configuration not stated)	0.1	5	23	-2.0	-19	3	-18	2.0	-17
COc1ccc2c(c1OC)C(=O)N1c3cccc(Cl)c3C(=O)OC21 (configuration not stated)	0.3	-9	7	0.8	2	-1	-1	-1.1	-7
CCCn1c(NC(=O)C2COc3ccccc3O2)nc2ccccc21 (configuration not stated)	-0.6	18	12	0.2	-19	2	4	0.2	-4
O=C(COc1ccc(Cl)cc1)OCC(=O)N1CCCCCC1	0.9	5	24	-2.2	-13	3	9	1.4	-21
Cc1cc(C)n(CCc2nc(-c3cc4ccccc4o3)cs2)n1	1.3	57	-20	-6.5	-16	-1	5	3.3	-16
COC(=O)c1sccc1NC(=S)N1CCCCC1C (configuration not stated)	0.2	68	21	1.2	-15	0	-13	-1.8	-11
N/N=C1\CCCc2c1[nH]c1ccc([N+](=O)[O-])cc21	0.6	3	-2	3.4	9	-6	-25	-0.2	-13
Cc1ccc(CN2CCNC(=O)C2CC(=O)O)o1 (configuration not stated)	0.3	-1	13	0.1	0	0	-14	0.4	-9
COC(=O)C1ON2OC(C(=O)OC)C(C(=O)OC)C2C1CC(C)=O (configuration not stated)	0.2	-19	4	0.3	-13	1	-21	0.2	-24
N#CC(C#N)=C1C=CC=CN1/C(=C\c1ccco1)C(=O)c1ccc(-c2ccccc2)cc1	-0.3	107*	29	-3.9	-31	-8	6	-0.3	11
Cc1ccc(S(=O)(=O)N2CCC(C(=O)NNC(=O)c3ccncc3)CC2)cc1	0.4	9	12	1.5	3	0	5	-0.8	-11
CCNC(=S)NNC(=O)C1CCN(Cc2ccccc2)CC1	1.3	16	1	1.3	-5	1	-13	0.4	-13
COc1ccccc1NC(=O)c1sc2nc(-c3ccco3)ccc2c1N	-0.1	14	22	-0.2	8	-171	-15	0.6	-15
COc1ccc(NC(=O)N2c3ccc(OC)cc3C(C)=CC2(C)C)cc1	0.3	9	24	12	-4	-8	7	0.5	6
Cc1ccc(C2N(c3ccccc3)C(=S)N3CCCN23)cc1 (configuration not stated)	0.1	5	0	1.0	-3	-1	-15	-1.1	-5
CN1c2ccccc2C(C)(C)C12C=Nc1c(ccc3ccccc13)O2 (configuration not stated)	1.1	-27	-16	-1.1	-31	9	-14	-0.1	-22
CNC(=O)C12CCC(C)(c3nc4cc(C)c(C)cc4nc31)C2(C)C (configuration not stated)	-0.7	19	-8	0.4	9	0	7	-1.2	-40
Cc1ccc(N2CCN(C(=O)CNS(=O)(=O)c3ccc(Br)s3)CC2C)cc1 (configuration not stated)	-0.8	72*	4	-0.2	0	1	-6	0.3	-2
